Compound activity (PubChem)
NadD block: inhibitors of Staphylococcus aureus NadD | purified NadD enzyme, colorimetric absorbance read-out | inhibition, % at 20 µM | 360,000 compounds, 0.78% hits | AID 602399; in the data active means inhibition above about 26%; further: some compounds past the cut are filed as inactive
Scp-1 inhibitor: blocks human Scp-1 phosphatase activity | Q9GZU7 | Recombinant Scp1, phosphopeptide, malachite green phosphate absorbance | inhibition, % at 20 µM | 340,000 compounds, 0.88% hits | AID 493091;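 active means inhibition above about 50% at 20 µM, limit read from the data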;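 further: plate controls were DMSO wells with enzyme for no effect and wells lacking enzyme for full effect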
Target sequence (Q9GZU7 76-261 limits assumed): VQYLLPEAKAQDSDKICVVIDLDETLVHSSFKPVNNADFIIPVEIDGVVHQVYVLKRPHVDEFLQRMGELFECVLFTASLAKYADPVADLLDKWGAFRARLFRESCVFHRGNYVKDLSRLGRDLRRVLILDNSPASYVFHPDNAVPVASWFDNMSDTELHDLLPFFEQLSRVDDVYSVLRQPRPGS
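Material: truncated SCP-1 phosphatase (76-261aa) / Buffer or medium: 50 mM Tris acetate pH 5.5, 0.005% Tween-20, 10 mM MgCl2 / Compound dosing: one concentration, 20 µM, with 1.0% DMSO / Incubation: 45 min room-temperature reaction, 5 min colour, 30 min stabiliser / Detection: colorimetric free-phosphate detection, absorbance 630 nm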
DNMT1 block: inhibitors of human DNMT1 | inhibition (reported as % activation of signal), % at 10 µM | DNMT1 molecular beacon, Hinp1I cleavage, fluorescence | 360,000 compounds, 0.83% hits | P26358 | AID 588458; in the data active means inhibition above about 50%
Rpn11 block: inhibitors of human proteasome Rpn11. O00487. human 26S proteasome, Ub4-pepOG fluorescence polarization; 20S core pre-blocked with epoxomicin. calls only at 20 µM. 360,000 compounds, 0.59% hits. AID 588493;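 active means inhibition at 20 µM, scaled to each plate's controls, above about 33%, limit read from the data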
CSN deneddyl inh: inhibitors of human CSN-mediated cullin deneddylation | Q92905 | inhibition, % at 12.5 µM | Purified CSN, SCF-Nedd8-OG deneddylation, fluorescence polarization | 360,000 compounds, 0.38% hits;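 active means pattern-corrected inhibition above about 35%, with an unprinted fluorescence ratio check between 0.5 and 1.5, limit read from the data, passing the limit was not always enough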;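 further: 0% = enzyme with substrate and 100% = substrate without enzyme; some results filed as inactive read as strong as hits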
Target sequence (Q92905 whole entry, looked up, one chain of several): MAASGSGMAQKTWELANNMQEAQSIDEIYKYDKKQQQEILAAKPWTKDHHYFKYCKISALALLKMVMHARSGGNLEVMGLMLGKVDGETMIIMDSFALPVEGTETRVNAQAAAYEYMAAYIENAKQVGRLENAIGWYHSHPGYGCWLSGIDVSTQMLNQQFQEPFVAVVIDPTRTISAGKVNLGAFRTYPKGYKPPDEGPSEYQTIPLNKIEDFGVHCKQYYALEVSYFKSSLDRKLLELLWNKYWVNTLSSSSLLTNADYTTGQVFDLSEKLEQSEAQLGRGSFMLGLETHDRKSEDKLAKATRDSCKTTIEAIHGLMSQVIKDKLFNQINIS
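Assay system: HEK293T-derived human Csn5 enzyme; quantity: 0.24 nM enzyme; medium: Tris/NaCl/DTT buffer, pH 7.5; also added: substrate SCFSkp2-Nedd8OG, 10 nM; doses: 12.5 µM compound; schedule: 90 min reaction at room temperature; signal: FP; read-out: % inhibition of substrate cleavage by Csn5; benchmarks: substrate-only high control, full reaction low control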
SUMO1-SIM PPI: alters human SUMO1 binding to SIM partners; 360,000 compounds, 0.33% hits; SUMO1 binding to a labelled peptide, TR-FRET, 1 h; inhibition, % at 20 µM; P63165; in the data active means inhibition above about 37%
LMPTP block: blocks human LMPTP phosphatase | P24666 | recombinant LMPTP-A, OMFP fluorogenic substrate, fluorescence intensity | inhibition, % at 20 µM | 360,000 compounds, 0.22% hits | AID 651560;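 active means compounds that cut the enzyme signal by at least half of the control window in the single-dose screen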;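 further: plate controls were DMSO wells with enzyme plus substrate for no effect and substrate without enzyme for full effect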
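material = LMPTP-A | quantity = 0.625 nM enzyme | reagent = OMFP substrate, 400 µM final | buffer or medium = Bis-Tris pH 6.0, DTT, detergent | detection = endpoint fluorescence intensity from OMFP dephosphorylation | dosing = single 20 µM dose | read-out basis = % inhibition relative to no-enzyme and uninhibited control wells | control set = no-enzyme and uninhibited controls | timing = 50 min at room temperature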
TbMetRS inhib: Trypanosoma brucei MetRS inhibition | purified T. brucei MetRS, ATP depletion, Kinase-Glo luminescence | inhibition, % at 11.9 µM | 360,000 compounds, 0.4% hits;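 active means inhibition above a per-plate cutoff of the control wells' mean inhibition plus 3 SD, cut at about 5.5% in these data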;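 further: 0% = DMSO wells median and 100% = median of wells with control inhibitor compound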
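Material: T. brucei methionyl-tRNA synthetase, purified; reagent: substrates ATP, L-methionine and bulk Escherichia coli tRNA; dosing: 11.9 µM single point; timing: 15 min plus 2 h at 25 °C; detection: luminescence of leftover ATP; evaluation: % inhibition; control set: DMSO-only wells as low control; replicates: singlicate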
STEP inh: STEP (human) phosphatase inhibition. recombinant STEP, OMFP fluorogenic substrate, fluorescence. P54829. 360,000 compounds, 0.25% hits. inhibition, % at 20 µM;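 active means inhibition at 20 µM, scaled per plate between control wells, above about 37%, limit read from the data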;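 further: 0% = DMSO with enzyme and substrate and 100% = substrate only without enzyme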
Target sequence (P54829 whole entry, looked up): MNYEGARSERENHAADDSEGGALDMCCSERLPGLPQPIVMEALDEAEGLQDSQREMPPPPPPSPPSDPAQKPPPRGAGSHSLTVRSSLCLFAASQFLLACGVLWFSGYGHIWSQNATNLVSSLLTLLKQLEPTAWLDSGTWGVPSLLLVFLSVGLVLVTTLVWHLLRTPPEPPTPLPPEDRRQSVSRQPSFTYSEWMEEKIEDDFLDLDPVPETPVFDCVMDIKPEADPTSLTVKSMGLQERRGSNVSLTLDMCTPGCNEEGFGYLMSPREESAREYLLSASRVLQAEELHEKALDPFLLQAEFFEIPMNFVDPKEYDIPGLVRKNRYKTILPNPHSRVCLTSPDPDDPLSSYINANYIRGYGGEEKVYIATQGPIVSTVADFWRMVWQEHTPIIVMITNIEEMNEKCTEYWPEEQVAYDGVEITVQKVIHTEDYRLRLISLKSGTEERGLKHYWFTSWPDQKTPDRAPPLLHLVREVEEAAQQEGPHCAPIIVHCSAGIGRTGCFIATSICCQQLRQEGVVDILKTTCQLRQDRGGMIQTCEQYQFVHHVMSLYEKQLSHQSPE
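Material: STEP (striatal-enriched tyrosine phosphatase) enzyme, cell-free | Medium: 50 mM Bis-Tris pH 6.0 with 2.5 mM DTT and 0.005% Tween 20 | Read-out: Percent inhibition scaled to no-enzyme and uninhibited-enzyme controls, plate-pattern corrected | Signal: Fluorescence read at 480 nm ex / 540 nm em | Times: 20 min reaction, room temperature, in the dark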
PABP1 MLLE inh: inhibitors of microRNA-mediated deadenylation, human PABP1 MLLE binding; P11940; GST-MLLE / FITC-PAM2 fluorescence polarization; inhibition, % at 20 µM; 360,000 compounds, 0.36% hits; AID 588489; in the data active means inhibition above about 35%, passing the limit was not always enough;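 further: plate controls were DMSO wells with GST-MLLE for no effect and wells lacking GST-MLLE protein for full effect; some results filed as inactive read as strong as hits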
* marks the source's active call; other numbers are inactive results; i = inactive; x = no result given.

Sequence of screens: CSN deneddyl inh, LMPTP block, TbMetRS inhib, NadD block, DNMT1 block, Rpn11 block, STEP inh, PABP1 MLLE inh, SUMO1-SIM PPI, Scp-1 inhibitor
> COC(=O)Cc1[nH]nc2c1C(C1C=CCCC1)C(C#N)=C(N)O2 (stereo not drawn)
  3, -0.9, 0.1, 7, -2, i, -3, 4, 3, 3
> COc1ccc(NC(C)=O)cc1S(=O)(=O)N1CCn2cccc2C1C (stereo not drawn)
  3, -0.6, -0.5, 3, -10, i, -2, 0, 5, -6
> C=CCNC(=S)Nc1cccc(N)c1
  -5, -0.6, -1.3, 2, 10, i, -3, -2, 1, 5
> CSc1cccc(NS(=O)(=O)c2ccc(-c3coc(C)n3)cc2)c1
  -2, 0.2, 0.2, 4, -4, i, -1, 13, 1, -6
> CC(=O)c1ccc(OCc2cc(C(=O)N(C)Cc3ncc(C)[nH]3)no2)cc1
  5, 1.8, -0.5, -6, 2, i, -1, 0, -4, -17
> CC(=O)NC1=NN(C(C)=O)C(C)(CS(=O)(=O)c2ccc3ccccc3c2)S1 (stereo not drawn)
  0, -3.3, -0.5, -1, -12, i, 0, -1, -5, -10
> COC(=O)CCN(C(=O)c1cc(OC)c(OC)c(OC)c1)c1ccccn1
  0, -1.1, -1.4, -6, 2, i, -5, -11, 4, 5
> O=c1[nH]ncn1-c1ccc(Br)cc1
  -1, 0.3, -0.1, -3, -2, i, 2, -6, 0, -6
> CC(C)c1onc(C(=O)NCc2cccs2)c1[N+](=O)[O-]
  1, -1.5, 0.5, -1, 1, i, 1, 7, -6, -1
> O=C(CSc1nnc(-c2cccs2)n1-c1ccccc1)N1CCCc2ccccc21
  5, 2.0, -0.2, 14, 2, i, -4, -3, -20, 1
> Cc1ccc(C(=O)O)cc1NC(=S)NC(=O)c1ccc(-c2ccccc2)cc1
  0, 0.7, 0.6, 7, -2, i, 2, 18, 4, 0
> COc1ccc(C(=O)Nc2ccc(NC(=O)c3cccs3)c(OC)c2)cc1Cl
  -1, -0.6, -0.5, 4, -3, i, -5, -10, 2, -17
> NC(=O)c1cnn(C2CCS(=O)(=O)C2)c1 (stereo not drawn)
  0, -1.8, 0.2, -2, 3, i, 0, -5, -2, -1
> Cc1cc(C)cc(NC(=O)CNC(c2ccccc2)c2ccccc2)c1
  -2, 2.1, 2.1, -3, 4, i, 0, -10, 6, 12
> CC(=O)NCCc1ccc(C(=O)COC(=O)c2cccn2C)cc1
  2, -0.1, -0.2, 1, -8, i, 0, 1, 1, -15
> COc1ccc(-c2nc(N3CCN(C)CC3)sc2-c2ccc(OC)cc2)cc1
  -3, -4.5, -0.9, -19, 0, i, 5, 15, -9, -1
> COc1ccc(/C=C2/CCCC(C(=O)C(F)(F)F)=C2O)cc1OC
  2, 1.6, 0.4, -9, 0, i, 2, -1, -1, -15
> CC1=C(C#N)C(NC(=O)C2CCCCC2)(C(F)(F)F)C(=O)N1 (stereo not drawn)
  -11, -1.0, 0.8, -7, -5, i, -1, -7, -1, -2
> CCc1c(C)c(C#N)c2nc3ccccc3n2c1NCc1ccco1
  4, 2.4, -1.0, -1, -1, i, 5, -4, -11, -3
> CC(=O)NC(c1ccccc1)c1nc(-c2cc3ccccc3o2)cs1 (stereo not drawn)
  1, 0.2, -0.1, -2, -3, i, -2, -7, -21, x
> Nc1n[nH]c(C2CCCCC2)n1
  -3, -0.3, -0.2, -6, 4, i, 0, -1, 7, -8
> CCn1c(=O)cc(SCC(=O)Nc2cc(OC)c(OC)c(OC)c2)c2ccccc21
  3, 0.6, -0.5, 0, -2, i, 1, 12, 5, -6
> C/C(=N\N=C1\NC(=O)CC(C(=O)O)S1)c1cccs1 (stereo not drawn)
  -2, -2.4, -1.2, -1, 1, i, 4, -5, -2, -2
> Cc1ccc(-n2ncc3c(=O)n(CC(=O)N4CCN(c5ccccc5)CC4)cnc32)cc1C
  0, -1.1, -1.2, 3, 1, i, 6, -4, 4, -1
> Cn1ncc([N+](=O)[O-])c1C(=O)n1nnc2ccccc21
  2, -2.4, -0.5, -6, 1, i, 1, -1, -2, -1
> NC(=O)NOCc1ccccc1F
  1, 0.3, -1.1, -4, 1, i, 3, 2, 4, -6
> CCOC(=O)C1=CCN(S(=O)(=O)c2ccc(F)cc2)C1c1cccc(Cl)c1 (stereo not drawn)
  4, 1.3, -1.3, -10, -9, i, 1, 9, -1, x
> Clc1ccc(OCc2nn[nH]n2)cc1
  0, -1.0, -1.4, 7, 4, i, -1, -49, 7, -1
> Cc1cccc2c(N)c3c(nc12)N(C)CC3
  6, 6.9, -0.8, -2, 6, i, 4, -8, -13, -4
> CC(C)c1ccc(C(=O)N(c2ccccn2)C(C)c2ccco2)cc1 (stereo not drawn)
  1, -1.3, -0.8, -4, 0, i, -4, 7, 1, -22
> CCN(CC)CCCNC1CCS(=O)(=O)C1 (stereo not drawn)
  0, -8.9, 0.0, 4, 4, i, -4, 7, -2, 3
> COc1ccc(C(C#N)=C2C=C(Cl)C(=NO)C=C2Cl)cc1
  9, -0.1, -0.2, 0, -18, i, -2, 5, -2, x
> O=C(CCN1C(=O)C2CCCCC2C1=O)Nc1cc(F)ccc1F (stereo not drawn)
  3, -0.1, -0.8, -8, 0, i, 4, -11, 7, 2
> COc1ccc(C(C)=O)cc1Cn1c(C)c(C(=O)NCc2ccc3c(c2)OCO3)sc1=O
  -3, -0.5, -0.5, -9, 1, i, 4, -8, 2, x
> N#C/C(=C\c1ccc(OCC(N)=O)cc1)C(=O)NC1CC1
  4, -0.7, 0.3, 0, 0, i, 0, 8, -15, -2
> O=c1[nH]c(C2C3CC4CC(C3)CC2C4)nc2ccccc12 (stereo not drawn)
  4, -0.5, -0.8, -1, 10, i, 1, -18, -3, -4
> Cc1ccc(-c2ccc3c(c2)O[C@H](CN(C)C(=O)CC2CC2)[C@H](C)CN([C@@H](C)CO)S3(=O)=O)cc1
  3, -0.8, 0.6, 0, 5, i, 0, -3, -2, x
> Cc1ccc(CNC(=O)Cn2cc(C(F)(F)F)ccc2=O)cc1
  4, 0.1, -0.3, -6, 6, i, 3, -17, 0, -2
> COc1ccccc1/C=N\Nc1cn[nH]c(=O)c1Cl
  -2, -1.8, -0.5, -4, 0, i, -4, 5, -14, -1
> O=C(NC1CCCCC1)c1cc(C2CC2)nn1-c1ccccc1
  0, -1.5, -0.3, 2, 4, i, 2, 12, 5, -7
> CCn1c(CNc2ccc(F)cc2)nnc1SCC(=O)OC1CCCCC1
  3, 0.2, -0.3, 2, -5, i, 0, -3, -1, -3
> CCCN1C(=O)C(Cc2nc3ccccc3c(=O)n2-c2ccccc2)c2cc(C)ccc21 (stereo not drawn)
  -3, 0.5, -1.0, 1, -2, i, 1, -4, -1, 6
> CC1CC(C)CN(C(=O)c2cccc(S(=O)(=O)NCc3ccccc3)c2)C1 (stereo not drawn)
  -3, -0.1, -0.1, 0, 2, i, 1, -1, 2, -2
> CCCCOc1cccc(C(=O)N(Cc2cccs2)C2CCS(=O)(=O)C2)c1 (stereo not drawn)
  1, -0.9, 0.3, -1, -1, i, 1, -2, 1, -9
> FC(F)(F)c1nnc2ccc(Cl)nn12
  -3, 0.5, -0.2, 2, 1, i, 0, 10, 0, -6
> O=C(NCCCN1CCOCC1)c1cccc(S(=O)(=O)Nc2ccc(F)cc2)c1
  -2, -1.0, -0.2, -5, 2, i, 0, -1, 5, -2
> COc1cc(/C=N/Nc2nncn2N)ccc1OCc1c(C)no[n+]1[O-]
  -1, 0.1, 1.0, 2, -5, i, -1, 4, -9, -5
> CCN(CC)CCN1C(=O)C(=O)/C(=C(/O)c2ccc3c(c2)CC(C)O3)C1c1ccc(OC)cc1 (stereo not drawn)
  -8, -1.2, -0.4, -1, -1, i, 2, 5, -6, -4
> CCc1c(C)nc(N2CCN(Cc3ccc4c(c3)OCO4)CC2)[nH]c1=O
  4, -0.8, -0.6, -6, 0, i, 1, -11, 2, -3
> Cc1ccc2cn[nH]c2c1N
  -1, -1.4, -0.3, 0, -17, i, 10, 3, 15, -6
> C[C@@H]1CN([C@H](C)CO)C(=O)c2cc(Br)cnc2O[C@H]1CN(C)C(=O)c1ccccc1
  6, 0.0, -0.5, -1, 5, i, -2, 4, -1, x
> COc1cc(/C=C(\NC(C)=O)C(=O)NC(C)(C)CC(C)(C)C)ccc1OC(C)=O
  1, -1.1, -0.5, -3, -2, i, -3, 4, -1, -5
> CCOC(=O)C1=C(c2ccccc2)NC(=O)NC1c1ccc(O)c(OCC)c1 (stereo not drawn)
  2, -1.0, 0.3, 6, -2, i, 2, 7, 0, 3
> c1ccc(OCc2nn3c(Cn4cnc5ccccc54)nnc3s2)cc1
  3, 0.8, 0.4, 2, -6, i, 1, 31, 2, 0
> COc1ccc(C(c2nnnn2Cc2ccccc2)N2CCN(C(=O)c3ccco3)CC2)cc1 (stereo not drawn)
  -3, -1.7, -1.1, -2, 3, i, -6, 2, 2, -12
> CC(=O)OC1COC(OC(C)=O)CO1 (stereo not drawn)
  -6, -0.9, -0.3, 5, 2, i, -1, -8, -3, 6
> CCC1(C)Cc2c(sc3nnn(CC(=O)Nc4ccc(C)cc4)c(=O)c23)CO1 (stereo not drawn)
  0, 1.6, -0.9, -4, -2, i, 3, 0, -20, 3
> OC[C@@H]1CN(Cc2cccs2)C[C@H](n2cnc3c(N4CCCC4)ncnc32)O1
  -2, 0.0, -0.3, -1, 3, i, -4, 1, 1, x

Exported as labelled records: 2 of the compounds above.
Structure: CCc1c(C)nc(N2CCN(Cc3ccc4c(c3)OCO4)CC2)[nH]c1=O
- CSN deneddyl inh: 4
- LMPTP block: -0.8
- TbMetRS inhib: -0.6
- NadD block: -6
- DNMT1 block: 0
- Rpn11 block: i
- STEP inh: 1
- PABP1 MLLE inh: -11
- SUMO1-SIM PPI: 2
- Scp-1 inhibitor: -3
Structure: Cc1ccc2cn[nH]c2c1N
- CSN deneddyl inh: -1
- LMPTP block: -1.4
- TbMetRS inhib: -0.3
- NadD block: 0
- DNMT1 block: -17
- Rpn11 block: i
- STEP inh: 10
- PABP1 MLLE inh: 3
- SUMO1-SIM PPI: 15
- Scp-1 inhibitor: -6
